Source: PubChem
GSK3beta inhib: blocks human GSK3beta kinase activity; GST-GSK3beta kinase, ADP-Glo luminescence, 60 min; hits give low values; actives 0.038% (n = 300,000); activity score (negative = inhibition), % at 10 µM; P49841;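 active = more than half of replicate wells score below -50%, meaning over 50% inhibition versus plate controls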;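 note: 0% = median DMSO wells and -100% = median GW8510 positive control wells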
Target sequence (P49841 whole entry, looked up): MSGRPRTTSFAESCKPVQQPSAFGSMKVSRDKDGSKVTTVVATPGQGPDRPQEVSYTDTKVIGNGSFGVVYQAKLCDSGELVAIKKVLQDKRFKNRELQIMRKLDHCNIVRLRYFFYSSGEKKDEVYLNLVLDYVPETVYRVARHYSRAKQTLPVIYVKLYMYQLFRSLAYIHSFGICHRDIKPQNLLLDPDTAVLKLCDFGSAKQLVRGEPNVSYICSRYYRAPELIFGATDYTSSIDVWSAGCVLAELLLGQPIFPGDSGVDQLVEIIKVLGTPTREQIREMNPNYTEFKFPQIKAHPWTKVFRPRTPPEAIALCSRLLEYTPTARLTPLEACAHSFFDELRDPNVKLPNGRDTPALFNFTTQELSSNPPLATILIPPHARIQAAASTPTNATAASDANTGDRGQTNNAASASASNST
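Assay system: GST-tagged human GSK3beta kinase, cell-free; Input: 1.6 ng GSK3beta; Medium: Tris/MgCl2 kinase buffer; Timing: 60 min enzyme reaction, room temperature; Signal: ADP-Glo luminescence quantifying ADP generated by kinase; Evaluation: score relative to plate controls; Benchmarks: DMSO neutral wells and GW8510 at 20 µM as positive.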
HSF1 inh: HSF1 inhibition. NIH3T3-HGL HSE-luciferase, MG132-induced, luminescence 8 h; hits give low values. activity change, negative = inhibition, % at 7.5 µM (by protocol). actives 0.77% (n = 300,000). AID 2098;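 active = more than half of replicate wells show activity change below -50%, luminescence cut by over half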;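 note: luciferase reports HSF-1 transcriptional activity via heat shock element; 0% = median of DMSO wells and -100% = zero luminescence signal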
Platelet DG rel: modulates dense granule release in human platelets | human platelet-rich plasma, SFLLRN dense granule ATP release, luminescence | inhibition, %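 (compounds screened at 7.5 µM in platelet-rich plasma)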 | actives 0.22% (n = 300,000) | AID 1663;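 active = mean replicate score, as percent of positive control, at or above 50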
HSP90 refold inh: inhibitors of HSP90 luciferase refolding in rabbit reticulocyte lysate; luciferase refolding luminescence, 3 h; inhibition, % at 5.6 µM; AID 1789; actives 0.91% (n = 290,000);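 active = inhibition above the screen-wide mean plus 3 SD, computed separately per campaign, cut at about 16% in these data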;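 note: 0% = DMSO wells and 100% = 60 µM geldanamycin wells; inhibitors lower the luminescence because luciferase stays unfolded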
KLF5 inhibitor: inhibitors of KLF5 expression; actives 0.23% (n = 290,000); inhibition, % at 5 µM; DLD-1 KLF5 promoter-luciferase reporter, luminescence; AID 1700;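 active = inhibition above a per-plate limit of that plate's mean compound inhibition plus 3 SD, cut at about 60% in these data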;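 note: 0% = DMSO wells and 100% = LY294002 at 200 µM; higher means less KLF5 promoter-driven luciferase light; inactives centre near -14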
aSyn UTR inh: 5' untranslated region of α-synuclein, MLPCN primary screen; alpha-synuclein 5'UTR reporter, inhibitor activity; inhibition, % (tested at 7.5 µM); actives 0.82% (n = 300,000); AID 1813; in the data active = inhibition above about 60%;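 note: H4 neuroglioblastoma cells stably carrying SNCA 5'UTR luciferase fusion; 0% = DMSO wells and 100% = positive control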
Dyrk1A ADPGlo: Dyrk1A (rat) kinase inhibition | Q63470 | ADP-Glo luminescence, NFATc1 peptide | inhibition, % at 12.5 µM | actives 0.43% (n = 310,000) | AID 504441; in the data active = inhibition above about 50%;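 note: plate controls were vehicle with enzyme for no effect and no enzyme for full effect; many of its hits are not listed in these tables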
GSK3 alpha inh: human GSK-3 alpha kinase inhibition. P49840. ADP-Glo luminescence, 60 min. inhibition, % at 10 µM. actives 0.1% (n = 320,000). AID 2650;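 in the data active = inhibition above about 50%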;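 note: GST-tagged GSK-3 alpha with peptide substrate and 25 µM ATP; 0% = DMSO neutral wells and 100% = GW8510 positive control wells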
Target sequence (P49840 whole entry, looked up): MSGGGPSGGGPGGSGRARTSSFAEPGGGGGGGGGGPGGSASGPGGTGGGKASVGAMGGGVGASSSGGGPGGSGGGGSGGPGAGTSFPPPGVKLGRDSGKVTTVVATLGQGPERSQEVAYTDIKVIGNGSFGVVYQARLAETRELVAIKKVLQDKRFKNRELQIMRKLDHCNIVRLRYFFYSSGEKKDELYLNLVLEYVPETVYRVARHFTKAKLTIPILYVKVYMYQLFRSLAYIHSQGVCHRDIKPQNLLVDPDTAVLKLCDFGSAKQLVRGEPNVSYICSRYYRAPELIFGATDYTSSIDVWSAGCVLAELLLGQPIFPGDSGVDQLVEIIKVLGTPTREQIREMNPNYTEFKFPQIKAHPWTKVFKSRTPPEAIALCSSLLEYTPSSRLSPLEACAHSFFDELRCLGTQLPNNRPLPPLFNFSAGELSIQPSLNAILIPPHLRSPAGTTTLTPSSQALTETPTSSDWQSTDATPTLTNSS
HSF1 activator: increases HSF-1 driven luciferase reporter signal; NIH3T3-HGL HSF-1 luciferase reporter, MG132, 8 h; 100% = twice DMSO control signal; activation, % at 9 µM; actives 1.7% (n = 300,000);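 active = mean replicate activation of at least 50% with a set share of replicates each reaching 50%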;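 note: 0% = median of the neutral control wells and 100% = twice that signal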
IEC-6 tox: kills IEC-6 intestinal cells in KLF5 counter-screen. actives 0.78% (n = 290,000). inhibition, % at 5 µM. IEC-6 cytotoxicity, luminescence viability; in the data active = inhibition above about 22%;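 note: 0% = plate median of test compound wells and 100% = cytotoxic reference compound wells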
* = called active by the depositor; · = not tested or not shown. An excerpt; rates above refer to the full screens.

Compound,HSF1 inh,IEC-6 tox,GSK3beta inhib,Platelet DG rel,Dyrk1A ADPGlo,KLF5 inhibitor,aSyn UTR inh,HSF1 activator,HSP90 refold inh,GSK3 alpha inh
NC(=O)C1CCN(c2c([N+](=O)[O-])cc(C(F)(F)F)cc2[N+](=O)[O-])CC1,0,3,0,1,6,3,8,-18,0,-1
COc1ccc(C(=O)Nc2ccc(CN3CCOCC3)cc2)cc1Br,-3,0,3,8,5,-21,-47,2,0,4
CCc1nc2nc(C)cc(Nc3cccc(C(F)(F)F)c3)n2n1,-6,-5,-20,1,5,-30,34,-8,-1,·
c1ccc(-n2c(Sc3cnccn3)nnc2-c2cccs2)cc1,0,12,1,6,6,-11,-4,5,3,4
CCCCN(C(=O)CC1CCCC1)c1c(N)n(CC(C)C)c(=O)[nH]c1=O,-1,·,-7,·,-1,·,5,-11,·,-1
CCCCn1c(N)c(N(Cc2ccccc2OC)C(=O)C(C)Oc2ccc(Cl)cc2)c(=O)[nH]c1=O (stereo not drawn),-1,-4,-1,53*,9,-6,-9,-3,1,0
COc1ccc(-c2nn(C)c(=O)c3ccccc23)cc1CNS(C)(=O)=O,-6,4,4,6,13,-17,14,-26,1,0
COC(c1ccccc1)c1nnc(CCC(=O)NC2C3CC4CC(C3)CC2C4)o1 (stereo not drawn),7,-6,-6,-4,-2,-28,-11,32,0,-2
COc1ccc(-c2nc3c(=O)n(C)c(=O)[nH]c3n2CCc2ccccc2)cc1,4,3,1,-19,-2,-17,9,11,6,0
COc1ccccc1NC(=O)Cn1nnc(-c2ccccc2NC(=O)c2cccs2)n1,3,0,5,0,2,-10,12,10,0,-2
COc1ccc(S(=O)(=O)Nc2cccc(-c3ccc4nncn4n3)c2)cc1,-13,·,-2,-5,-3,·,-6,-13,·,-2
C/C(CC(=O)Nc1cccnc1)=N\NC(=O)C(=O)Nc1cccc(C)c1,-6,-4,-2,6,2,-9,-16,-4,0,0
Cc1cc(NC(=O)C(C)C)ncc1NC(=O)CCc1ccccc1,-9,-3,1,0,-2,-14,-12,14,-1,2
CCOC(=O)C1=C(C)NC(SCC(N)=O)=C(C#N)C1c1cccs1 (stereo not drawn),2,-3,1,-18,7,-7,-4,9,-2,-2
O=C(Nc1ccccc1N1CCOCC1)c1ccc(S(=O)(=O)NCc2ccco2)cc1,·,-2,-25,·,-1,-37,·,·,-1,-7
O=C(CCc1ccccc1)NCC1OCCc2ccccc21 (stereo not drawn),-11,-2,2,-3,-5,-2,-9,4,-1,-1
CCCCOC(=O)c1ccc(NC(=O)COC(=O)CN2C(=O)NC3(CCCC3)C2=O)cc1,2,8,-1,-4,2,-48,-8,4,-6,-3
CC(C)CCNC(=O)CN(C(=O)CCC(=O)Nc1nccs1)C1CCCCC1,-9,-11,1,2,-5,-13,-17,-2,-2,0
C/C(=N/NS(=O)(=O)c1ccc(Br)cc1)c1c[nH]c2ccccc12,-7,-14,8,0,6,-35,6,-7,-4,-4
COc1ccc(NS(=O)(=O)c2cccc(NC(=O)C34CCC(CC3)C4)c2)cc1,5,-4,2,7,6,-15,-27,-5,-4,·

Reprinted from the part before: two entries, then new ones.
Compound,HSF1 inh,IEC-6 tox,GSK3beta inhib,Platelet DG rel,Dyrk1A ADPGlo,KLF5 inhibitor,aSyn UTR inh,HSF1 activator,HSP90 refold inh,GSK3 alpha inh
C/C(=N/NS(=O)(=O)c1ccc(Br)cc1)c1c[nH]c2ccccc12,-7,-14,8,0,6,-35,6,-7,-4,-4
COc1ccc(NS(=O)(=O)c2cccc(NC(=O)C34CCC(CC3)C4)c2)cc1,5,-4,2,7,6,-15,-27,-5,-4,·
CCN(CC)S(=O)(=O)c1cc(C)c(C)cc1OCC(=O)NC1CCCC1,1,-7,1,10,-2,-6,2,2,-2,-2
COc1ccc2c(c1O)-c1ccccc1CCN(C)C2,-5,-2,-19,3,5,-4,10,-7,3,0
O=C(CCc1nc2ccccc2c(=O)[nH]1)NCc1cccc(Cl)c1,·,-3,·,·,7,-20,·,·,-3,0
Cc1cccc(N2CC(C(=O)O)CC2=O)c1C (stereo not drawn),-3,-2,-1,-1,7,-14,-1,-7,-3,4
CCNC(=S)N(Cc1cc2cc(C)c(C)cc2[nH]c1=O)C1CCCC1,5,6,2,0,0,-9,-6,19,0,-1
O=C(N/N=C1/CCc2ccccc21)C1CC1,-5,2,-1,2,·,-25,-15,-3,-2,6
Cc1nccn1CC(=O)N/N=C/c1cccs1,-2,-5,1,1,·,-29,6,6,3,-2
CNC(=O)COc1coc(CN2CCN(C(=O)c3ccco3)CC2)cc1=O,-4,·,-2,9,-1,·,-2,0,·,-2
Cc1nnc(SCC(=O)Nc2cccc(C(F)(F)F)c2)n1Cc1ccco1,-1,-4,-2,2,2,5,-1,-7,1,-1
c1ccc(Oc2ccc(-c3ccnc4nc(N5CCN(c6ccccc6)CC5)nn34)cc2)cc1,2,0,1,-1,0,-36,4,5,-5,-1
Cc1cc(=O)n2nc(N3CCCC(C(=O)NCc4ccccc4Br)C3)sc2n1 (stereo not drawn),6,-9,1,-1,4,-14,13,21,-3,5
Cc1nc2c(ccc3nc(NC(=O)Cc4cccc5ccccc45)sc32)s1,-56*,-10,2,-1,19,4,54,-68,2,-2
CCN(CC)S(=O)(=O)c1ccc(Cl)c(C(=O)NC(C)C(c2cccs2)N2CCCC2)c1 (stereo not drawn),2,7,2,5,-2,1,-7,29,-1,1
CSCCC(NC(=O)c1ccccc1)C(=O)O (stereo not drawn),1,-9,4,-2,1,-28,5,-12,-6,5
Cc1cc(C)n(-c2ccc(NC(=O)C3CCCCN3C(=O)c3sccc3C)cc2)n1 (stereo not drawn),-1,-1,2,-4,0,16,-6,-16,3,3
COc1ccc(NC(=S)N2CCC(c3ccccc3)C2)cc1 (stereo not drawn),27,2,1,16,-5,-161,-169,48,1,1
CC(=O)c1c(C)n([O-])c2cc(C)ccc2[n+]1=O,-4,-2,3,9,3,-8,-3,1,0,-2
O=C(Nc1ncc(Cc2ccccc2)s1)c1cccs1,39,3,-5,9,10,-172,21,55*,13,3
COc1ccc(Cl)cc1NC(=O)C(C)Sc1nncn1C (stereo not drawn),-4,-8,1,10,3,-1,3,3,-3,0
O=S(=O)(c1cc(Cl)ccc1Cl)N1CC2CCCN2c2ccc(C(F)(F)F)cc21 (stereo not drawn),25,7,1,1,0,-4,22,70*,3,1

Going on with the list:
Compound,HSF1 inh,IEC-6 tox,GSK3beta inhib,Platelet DG rel,Dyrk1A ADPGlo,KLF5 inhibitor,aSyn UTR inh,HSF1 activator,HSP90 refold inh,GSK3 alpha inh
O=C1S/C(=C\c2ccccn2)C(=O)N1Cc1ccccc1F,-8,0,-3,1,2,-6,-18,-3,-5,-1
O=C(O)CCCn1cc(NC(=O)COc2ccc(F)cc2)cn1,-6,0,-3,1,0,-16,20,3,-6,0
Cc1ccc(NC(=O)CC(=O)Nc2ccc(C)cc2C)c(C)c1,6,-7,0,-1,-4,-4,-4,37,-3,-5
Cc1cc(C)n(-c2nc3c(c(=O)[nH]c(=O)n3C)n2C(C)C)n1,-3,-5,1,8,2,-14,6,12,-3,-1
CCOC(=O)c1[nH]c(C)c(C(=O)NCC2CCCO2)c1C (stereo not drawn),1,2,-6,9,6,11,10,-10,4,-2
O=C(CC1SC(=NCC2CCCO2)NC1=O)Nc1cccc2ccccc12 (stereo not drawn),4,9,0,11,-4,-6,-8,4,1,2
C/C(=N\NC(=O)c1ccc(N)cc1)C1CC1,-6,-3,-3,4,-7,-16,-23,-19,-6,-4
COc1ccc(-n2c(=O)c3c4c(sc3n(CC(=O)NC3CCCC3)c2=O)CCCC4)c(OC)c1,·,-3,-9,-4,9,-32,-9,·,-1,-3
CCOC(=O)c1sc(NC(C)=O)c(C(=O)OCC)c1C,-22,8,2,-1,-20,-34,36,-37,9,0
Cc1cccc(C(=O)OC(C)CN2CCOCC2)c1 (stereo not drawn),5,-5,3,-36,-2,24,-8,-1,2,-1
CC1=Nc2cccc([N+](=O)[O-])c2NC(=O)C1,·,5,·,·,2,-20,·,·,7,·
CC(=O)Nc1ccc2c(c1)nc(CCNC(=O)c1ccccc1)n2C,-6,3,3,2,-4,21,6,-7,2,-1
Cc1ccc2c(c1)c(N=NC(N)=S)c(O)n2Cc1ccccc1,5,-4,3,1,4,-3,23,8,-5,-2
CCN(C(=O)COC(=O)CNS(=O)(=O)c1ccc2ccccc2c1)C1CCCCC1,-3,·,1,-13,19,·,-12,-21,·,-5
O=C(Nc1cccc(C(F)(F)F)c1)C1CCCN(S(=O)(=O)c2cnc[nH]2)C1 (stereo not drawn),-13,2,-1,-4,3,-22,-5,-7,-3,-5
Cc1cccc(NC(=O)CS(=O)(=O)Cc2ccccc2)n1,3,-3,1,-16,3,-50,-18,14,1,-21
Cc1ccc(N2C(=O)CC(C3CCCO3)C2=O)cc1 (stereo not drawn),-2,-1,2,-14,0,-6,0,32,-6,6
CCOc1ccc(-n2c(=O)c3sccc3n(Cc3cccc([N+](=O)[O-])c3)c2=O)cc1,-3,4,-4,-6,-5,2,5,-2,1,2
Cc1cccc(-c2ncc(CN3CCCC(CO)(Cc4cccc(Cl)c4)C3)cn2)c1 (stereo not drawn),11,-1,3,3,1,-20,-1,10,-1,0
CC1C/C(=N\NC(=O)CCc2ccc(S(=O)(=O)N3CCOCC3)cc2)CC(C)(C)C1 (stereo not drawn),-4,-5,3,-3,-1,8,10,4,3,-2

Continuation:
Compound,HSF1 inh,IEC-6 tox,GSK3beta inhib,Platelet DG rel,Dyrk1A ADPGlo,KLF5 inhibitor,aSyn UTR inh,HSF1 activator,HSP90 refold inh,GSK3 alpha inh
CCn1c2ccccc2c2cc(NC(=O)COC(=O)c3ccccc3Br)ccc21,0,9,-3,-3,-2,5,3,16,1,1
COc1ccc(S(=O)(=O)N/N=C\c2ccccc2F)cc1,1,-5,3,-5,4,-14,15,1,0,1
Cc1cc(C)c(Cn2c3ccccc3c3cnn(CC(=O)NCc4ccccn4)c(=O)c32)c(C)c1,6,2,-1,1,-8,-11,3,27,2,-2
CN(C)C(=O)CSc1cccc2cccnc12,5,-4,2,0,15,-6,14,-14,-4,4
Cc1cc(=O)oc2cc(OCC(=O)OCC(=O)NC(=O)NC(C)C)ccc12,·,2,1,-7,-1,-31,·,·,3,0
CCn1cc(CN2CCC(C(=O)Nc3cccc(-c4cccc(Cl)c4)c3)CC2)c(C)n1,-68*,4,-3,0,1,-19,29,-74,7,3
Cn1c(SCC2CCCO2)nnc1-c1ccncc1 (stereo not drawn),-4,2,-2,16,-6,-6,-3,6,-2,7
O=C(CCNS(=O)(=O)c1ccc(Br)s1)NCc1ccc(F)cc1,-5,-9,-3,-7,-1,5,8,16,-3,0
COC(=O)CCCN1C(=O)c2cccc3cccc(c23)C1=O,4,3,1,-3,·,3,2,2,-3,-4
COc1ccc2nc3oc(C(=O)NC4CCN(Cc5ccccc5)CC4)cc3cc2c1,·,10,·,·,7,-2,·,·,0,0
Cc1sc2ncnc(NC3CCN(Cc4ccccc4)CC3)c2c1C,-3,16,-3,6,-2,-7,-26,1,2,-1
